Screens from PubChem BioAssay.
KAT2A inh: GCN5L2 (KAT2A) acetyltransferase inhibition; GCN5L2 HAT assay, ThioGlo1 CoA-SH fluorescence; Potency, µM (top dose mostly 58.9 µM), without a hit: at the highest dose activity change, negative = inhibition, usual class: inhibitors; 390,000 compounds, 0.21% hits; AID 504327; Q92830
Target sequence (Q92830 whole entry, looked up): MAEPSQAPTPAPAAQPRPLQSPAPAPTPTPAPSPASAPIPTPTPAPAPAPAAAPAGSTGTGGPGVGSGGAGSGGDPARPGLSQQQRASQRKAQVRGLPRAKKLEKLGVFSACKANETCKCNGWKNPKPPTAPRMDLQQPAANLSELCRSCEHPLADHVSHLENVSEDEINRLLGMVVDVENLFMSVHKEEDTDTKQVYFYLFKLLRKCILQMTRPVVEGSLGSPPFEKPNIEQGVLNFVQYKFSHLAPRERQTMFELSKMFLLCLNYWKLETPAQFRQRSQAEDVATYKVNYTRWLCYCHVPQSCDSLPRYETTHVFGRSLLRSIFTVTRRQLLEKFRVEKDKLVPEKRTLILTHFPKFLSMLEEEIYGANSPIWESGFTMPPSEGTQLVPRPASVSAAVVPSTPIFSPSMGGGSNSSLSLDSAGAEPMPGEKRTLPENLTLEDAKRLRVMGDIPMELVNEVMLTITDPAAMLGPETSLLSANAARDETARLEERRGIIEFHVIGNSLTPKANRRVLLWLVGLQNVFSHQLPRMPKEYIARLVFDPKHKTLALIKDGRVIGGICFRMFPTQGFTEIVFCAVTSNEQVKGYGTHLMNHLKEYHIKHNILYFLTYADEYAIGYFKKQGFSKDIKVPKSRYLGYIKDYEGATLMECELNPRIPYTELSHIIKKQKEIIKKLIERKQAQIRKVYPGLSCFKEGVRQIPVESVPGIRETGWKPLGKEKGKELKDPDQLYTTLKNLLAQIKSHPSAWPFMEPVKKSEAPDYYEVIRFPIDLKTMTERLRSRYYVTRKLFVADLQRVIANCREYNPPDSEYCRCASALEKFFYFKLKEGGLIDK
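ThioGlo1-coupled HAT assay: 20nM GCN5L2, 70uM acetyl-CoA, 75uM H3(1-25) peptide, pH 7.5. Fluorescence read at 340/540nm at start and after 20 min at room temperature.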
TDP1 cell CPT: DT40-hTDP1 cell growth loss with CPT; chicken DT40 Tdp1-/-;hTDP1 cells + 20 nM CPT, ATP luminescence, 48 h; AID 686979; Potency, µM (titrated, usually from 46.2 µM), without a hit: at the highest dose activity change, negative = growth inhibition, most hits filed as inhibitors; 420,000 compounds, 12% hits; further: nearly all actives have a fitted effect of over 55% in size
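Chicken DT40 Tdp1-/- cells complemented with human TDP1, 400 cells/well, exposed to compounds plus 20 nM camptothecin for at least 48 h at 37 C; viability read as ATP content by CellTiter-Glo luminescence.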
DT40 TDP1 no CPT: qHTS for Inhibitors of human tyrosyl-DNA phosphodiesterase 1 (TDP1): qHTS in cells in absence of CPT. DT40 Tdp1-/- hTDP1 cells, no CPT, ATP luminescence, 48 h. Potency, µM (top dose mostly 46.2 µM), for the others: at the highest dose activity change, negative = growth inhibition, usual class: inhibitors. 420,000 compounds, 15% hits. AID 686978, 2013; further: nearly all actives have a fitted effect of over 55% in size
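Stably hTDP1-transfected Tdp1-null chicken DT40 cells were treated with library compounds minus camptothecin and grown for at least 48 hr at 37 °C, after which cellular ATP was quantified by luminescence.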
An asterisk follows results filed as active; ? = inconclusive; nt = not tested or not shown; & = joins results of further samples. The call rests on the fitted dose curve; in most records, active means well fitted curve in the direction sought with a large enough effect; inconclusive means small, poorly fitted or top-dose-only effect, or another doubt; inactive means no such curve, though single readings can be large; an effect the other way counts as inactive or inconclusive. On the % scale 0 is the no-effect control and ±100 the full control effect; potency means the concentration at half of the fitted maximal effect. Only part of the results is shown (hit frequency here may not be typical).

SMILES	KAT2A inh	TDP1 cell CPT	DT40 TDP1 no CPT
Cc1cccc2cc(CN(Cc3cccnc3)C(=O)c3ccccc3F)c(Cl)nc12	-5%	?	?
Cc1cccc(NC(=O)CO/N=C/c2ccc3c(c2)OCO3)c1	-6%	-12%	?
COc1ccc(N2CCN(C(=O)CCn3c(=O)c4cccn4c4cccnc43)CC2)cc1	0%	-15%	-21%
COc1ccc(NC(=O)CC2C(=O)N(c3cccc(OC)c3)C(=O)N2Cc2cccnc2)cc1 (centres undefined)	-9%	?	?
Cc1ccc(O)c(/C=N/NC(=O)COc2ccc3c(C)cc(=O)oc3c2)c1	-3%	21µM*	16µM*
COc1cc(OC)c2ccc(=O)oc2c1C(CCN1CCCC1)c1ccc2c(c1)OCO2 (centres undefined)	-7%	?	18µM*
CC1=C(C(=O)N(C)C)CC(CC(=O)NC2CCCCC2)C(=O)N1CCC1=CCCCC1 (centres undefined)	nt	-5%	?
CC(=O)N(C(C)=O)c1cccc(N(Cc2ccccc2)Cc2ccccc2)c1	nt	5%	-19%
O=c1[nH][nH]c2c1[C@H](C1CCCC1)O[C@H](CCc1ccccc1)C2	nt	21µM*	18µM*
O=C(CSc1nnc(CNC(=O)c2c(F)cccc2Cl)o1)NCCc1ccccc1	3%	-1%	18%
Cc1nc(Nc2ccccc2)sc1C	0%	4%	19%
CCOc1ccc(NS(=O)(=O)c2ccc(NC(=O)C3CCCO3)cc2)cc1 (centres undefined)	-1%	?	?
Cc1[nH]n(S(=O)(=O)Cc2ccccc2)c(=O)c1N=Nc1ccccc1Cl	-7%	5%	-22%
O=C(c1ccc(CSc2nc3ccncc3n2Cc2ccccc2F)cc1)N1CCCCC1	-1%	-4%	?
Cn1nc(C(=O)Nc2ccc(-n3cnnn3)cc2)c2ccccc2c1=O	-5%	-15%	-19%
CC(C)c1ccc(N(C(=O)c2cc3ccccc3oc2=O)C2C=CS(=O)(=O)C2)cc1 (centres undefined)	0%	?	13µM*
CCN1C(=NCc2ccco2)N[C@@H](c2cccc(C(F)(F)F)c2)C(C(=O)OC)=C1C	-4%&-7%	16µM*	?
COc1ccc(OC)c(/C=C/c2ccc3ccccc3n2)c1	nt	?	?
O=C(O)Cn1nc(-c2ccc(F)cc2)oc1=O	-6%	16µM*	?
OC(CN1CCN(c2ncc(C(F)(F)F)cc2Cl)CC1)c1ccccc1 (centres undefined)	-9%	?	?
Cc1cccc(C(=O)N=C2SC3CS(=O)(=O)CC3N2c2ccccc2)c1 (centres undefined)	1%	3%	-28%
CCOC(=O)c1cc2sccc2n1CC(=O)C(C)(C)C	24%	10%	2%
Cc1cc(-c2nnc(SCC(=O)Nc3ccc(Br)cc3F)n2N)n[nH]1	-4%	-17%	11%
COc1cc2c(cc1NC(=O)CN1C(=O)NC3(CCc4ccccc43)C1=O)oc1ccccc12 (centres undefined)	-10%	?	?
CC1CCN(C(=O)c2cnn(-c3ccc(Cl)cc3)c2C2CCN(C(=O)OC(C)(C)C)CC2)CC1	-20%	3%	-9%
CCn1cc(/C=N/NC(=O)c2ccc(C#N)cc2F)c2ccccc21	-1%	-24%	-26%
Cc1nc2cc(NC(=O)c3ccc(Cl)cc3)ccc2n1C	3%	-17%	-14%
Cc1ccc(F)c(S(=O)(=O)NC(=O)C2(C)CCN2C(=O)C/C=C/c2ccccc2)c1 (centres undefined)	nt	-9%	6%
Cc1ccc(-c2nc3cc(NC(=O)c4cc(Br)ccc4Cl)ccc3o2)cc1	1%	5.8µM*	4.6µM*
CC(=O)c1c(C)[nH]c(C(=O)COC(=O)CCSc2ccccc2)c1C	-3%	1%	5%
CC(N)c1csc(Nc2ccc(C(=O)NCCO)cc2)n1 (centres undefined)	nt	-2%	-10%
Cc1c(NC(=O)C(C)SC(=S)N2CCCC2)c(=O)n(-c2ccccc2)n1C (centres undefined)	1%	-21%	2%
Cc1cccc(NC(=O)C2CCN(C(=O)c3ccc(Cl)cc3)CC2)n1	-4%	10%	?
COc1cccc(CN2CC(C(=O)N3CCCC3)CCC2=O)c1 (centres undefined)	-28%	5%	22%
COc1cc(Nc2ccn3nc(-c4ccc(F)cc4)cc3n2)cc(OC)c1OC	nt	?	?
Cc1ccc(NC(=S)N(CCN(C)C)C(C)c2ccco2)cc1C (centres undefined)	10%	18µM*	?
COc1cccc(N2CCN(Cc3nc(N)nc(Nc4ccccc4OC)n3)CC2)c1	-1%	-15%	?
CSCCC(NC(=O)c1ccc(Cl)cc1)C(=O)OCC(=O)N1CCCC1=O (centres undefined)	-6%	3%	0%
CCOc1ccc(CC(=O)N2CCN(c3ccc(N4CCOCC4)nn3)CC2)cc1OCC	1%	-4%	-3%
Cc1cc(/C=C2/SC(=O)N(CC(=O)N3CCOCC3)C2=O)c(C)n1-c1ccccc1F	-4%	-10%	-9%
COc1ccc(-c2nc3ncnn3cc2C)cc1F	-1%	6%	0%
CCc1ccc(OCC2c3cc(OC)c(OC)cc3CCN2C(=S)NC)cc1 (centres undefined)	-9%	?	?
COc1ccc(-c2nc3ccc(C(=O)NCC(OC)OC)cc3nc2-c2ccc(OC)c(OC)c2)cc1OC	?	?	?
CCC(C)Cn1c(/C=C/c2ccccc2)nc2ccccc21 (centres undefined)	-16%	9.2µM*	9.2µM*
CN(C)c1ccc(-c2nnc(-c3ccccc3F)o2)cc1	-9%	-17%	?
Cc1ccc(-c2nnc(SCC(=O)NNC(=O)COc3cccc(C)c3)n2C)cc1	-1%	-8%	-13%
O=C(C1CCCCC1)N1CCCC(c2nc3c(nnn3Cc3ccccc3)c(=O)[nH]2)C1 (centres undefined)	-5%	-25%	?
CC1CCCN(c2ncnc3c2cnn3-c2ccc(Cl)cc2)C1 (centres undefined)	-11%	2%	-27%
NS(=O)(=O)c1ccc(CCNC(=O)CCCn2c(=O)[nH]c3ccc(Br)cc3c2=O)cc1	-3%	9%	-17%
NS(=O)(=O)c1ccc(NC(=S)Nc2ccc(S(=O)(=O)Nc3nccs3)cc2)cc1	nt	-7%	0%
CC(C)C(NC(=O)c1c(F)cccc1F)C(=O)NCCc1ccc(S(N)(=O)=O)cc1 (centres undefined)	-2%	3%	10%
Cc1ccccc1NS(=O)(=O)c1ccc(C(=O)N2CCC2)cc1	-1%	-23%	?
CCN(CC)CCCNC(=O)c1nn(-c2ccccc2OC)c(=O)c2ccccc12	25%	-1%	-20%
COc1ccccc1C(=O)N1CCN(Cc2cn[nH]c2-c2ccc(F)cc2F)CC1	9%	2%	1%
Cc1cccc(Nc2nc3ccccc3s2)c1C	-4%	?	?
CCOc1cnc(-c2c(-c3ccccc3Cl)noc2C)o1	-6%	8%	?
CCCc1nc2ccc(Br)cn2c1Cc1ccccc1	nt	4.6µM*	2.9µM*
CC(=O)Nc1nonc1-c1nc2ccccc2n1Cc1nnc(C)o1	-1%	-6%	13%
O=C(C(=O)N1CCc2ccccc2C1)c1c[nH]c2ccccc12	3%	0%	?
O=C(Nc1cc(F)ccc1F)N1CCN(c2ccnc3cc(Cl)ccc23)CC1	-5%	4.1µM*	5.2µM*

An excerpt of these results, with bars between the fields.
SMILES | KAT2A inh | TDP1 cell CPT | DT40 TDP1 no CPT
CCC(C)Cn1c(/C=C/c2ccccc2)nc2ccccc21 (centres undefined) | -16% | 9.2µM* | 9.2µM*
CN(C)c1ccc(-c2nnc(-c3ccccc3F)o2)cc1 | -9% | -17% | ?
Cc1ccc(-c2nnc(SCC(=O)NNC(=O)COc3cccc(C)c3)n2C)cc1 | -1% | -8% | -13%
O=C(C1CCCCC1)N1CCCC(c2nc3c(nnn3Cc3ccccc3)c(=O)[nH]2)C1 (centres undefined) | -5% | -25% | ?
CC1CCCN(c2ncnc3c2cnn3-c2ccc(Cl)cc2)C1 (centres undefined) | -11% | 2% | -27%
NS(=O)(=O)c1ccc(CCNC(=O)CCCn2c(=O)[nH]c3ccc(Br)cc3c2=O)cc1 | -3% | 9% | -17%
NS(=O)(=O)c1ccc(NC(=S)Nc2ccc(S(=O)(=O)Nc3nccs3)cc2)cc1 | nt | -7% | 0%
CC(C)C(NC(=O)c1c(F)cccc1F)C(=O)NCCc1ccc(S(N)(=O)=O)cc1 (centres undefined) | -2% | 3% | 10%
Cc1ccccc1NS(=O)(=O)c1ccc(C(=O)N2CCC2)cc1 | -1% | -23% | ?
CCN(CC)CCCNC(=O)c1nn(-c2ccccc2OC)c(=O)c2ccccc12 | 25% | -1% | -20%
COc1ccccc1C(=O)N1CCN(Cc2cn[nH]c2-c2ccc(F)cc2F)CC1 | 9% | 2% | 1%
Cc1cccc(Nc2nc3ccccc3s2)c1C | -4% | ? | ?
CCOc1cnc(-c2c(-c3ccccc3Cl)noc2C)o1 | -6% | 8% | ?
CCCc1nc2ccc(Br)cn2c1Cc1ccccc1 | nt | 4.6µM* | 2.9µM*
CC(=O)Nc1nonc1-c1nc2ccccc2n1Cc1nnc(C)o1 | -1% | -6% | 13%
O=C(C(=O)N1CCc2ccccc2C1)c1c[nH]c2ccccc12 | 3% | 0% | ?
O=C(Nc1cc(F)ccc1F)N1CCN(c2ccnc3cc(Cl)ccc23)CC1 | -5% | 4.1µM* | 5.2µM*

Additional compounds
SMILES	KAT2A inh	TDP1 cell CPT	DT40 TDP1 no CPT
COC(=O)CCCn1nc(NC(=O)c2ccco2)cc1C	-23%	-1%	0%
Cc1nc(SCC(=O)OCc2ccccc2)c2c(=O)n(C)c(=O)n(C)c2n1	-4%	?	?
CCN(CC)S(=O)(=O)c1ccc(C(=O)NNC(=O)C2CCN(S(=O)(=O)c3ccc(Cl)cc3)CC2)cc1	-4%	-21%	-26%
Nc1ccccc1-c1ccn[nH]1	nt	5%	-10%
CN1CCN(c2nc3c(c(=O)n(C)c(=O)n3C)n2Cc2ccccc2Cl)CC1	-4%	-21%	13%
CCOc1nc(SCCOc2ccc(C)cc2)nc(N(C)C)n1	-15%	-25%	?
CC1(C)CC2CC(C)(CN2C(=O)COC(=O)c2cc(Cl)cc(Cl)c2N)C1 (centres undefined)	-1%	?	?
COc1cccc(NC(=O)C(C)NS(=O)(=O)c2ccc(Br)cc2)c1 (centres undefined)	-1%	-1%	-6%
CCN1CCN(C(=O)N(Cc2ccc(Cl)cc2)S(=O)(=O)c2ccc(C)cc2)CC1	-4%	-26%	-1%
O=C(N/N=C/c1ccc(Cl)cc1Cl)c1n[nH]c2c1CCCC2	2%	2.9µM*	2.9µM*
O=C(Nc1cccc2ncccc12)C(c1ccccc1)c1ccccc1	-7%	?	?
Cc1ccc(S(=O)(=O)NN/C(=N/S(=O)(=O)c2ccccc2)c2ccccc2)cc1	2%	?	5%
CCN(CC)S(=O)(=O)c1cc(NS(=O)(=O)c2cc(Cl)ccc2Cl)ccc1C	-6%	1%	-27%
Cc1ccc(-n2ncc(C(=O)NCCc3ccsc3)c2C2CCN(C(=O)OC(C)(C)C)CC2)cc1C	-5%	16µM*	16µM*
O=C(O)c1cccc(-n2cnnn2)c1	-8%	8%	5%
